# Bioassay records from PubChem.
# mIAP inh: inhibitors of mouse IAP, primary screen, biochemical, luminescence, uHTS. intestinal alkaline phosphatase [Mus musculus]. purified mouse IAP, CDP-Star luminescence, 30 min. inhibition, % at 10 µM. 330,000 compounds, 0.2% hits. AID 2806, 2010;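 active = inhibition of at least 40% at 10 µM in the primary screen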;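 also: plate controls were DMSO with enzyme for no effect and no enzyme wells for full effect; values of inactives mirror those of a sister screen read the other way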
# mIAP activ: activators of mouse IAP, primary screen, biochemical, luminescence, uHTS; muIAP, CDP-Star luminescence, 30 min; stronger effect = higher value; 1 = vehicle-only enzyme signal, 0 = enzyme-free wells; activation factor at 10 µM; intestinal alkaline phosphatase [Mus musculus]; AID 2805, 2010; 330,000 compounds, 0.24% hits;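 active = activation factor of at least 2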; also: the source names both 10 and 20 µM as test concentration; values of inactives mirror those of a sister screen read the other way
#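 System: Mouse IAP enzyme | Also added: CDP-Star substrate | Dosing: Compounds dispensed in DMSO | Schedule: 30 min enzyme-substrate-compound incubation at room temperature | Technique: Chemiluminescence readout | Control set: DMSO-only wells and no-enzyme negative control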
# beta cell repl: inducers of MIN6 beta-cell proliferation, primary screen, ATP luminescence, uHTS | proliferation, % at 10 µM | 330,000 compounds, 0.29% hits | MIN6 cells proliferation, ATPlite luminescence, 48 h; cells starved in 0.2% serum; 100% = growth in 10% serum;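 active = compounds whose signal lies at least 3.5 SD above the mean of all wells on their plate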;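 also: 0% = DMSO-treated cells in low-serum medium and 100% = 10% serum control; some compounds called inactive have numbers as strong as hits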
# APOBEC3G inh: APOBEC3G DNA deaminase inhibitors, primary screen, biochemical, fluorescence, single-stranded DNA substrate, uHTS; AID 493012, 2011; recombinant A3G, ssDNA deamination FAM/TAMRA fluorescence; 330,000 compounds, 0.28% hits; inhibition, % at 20 µM; DNA dC->dU-editing enzyme APOBEC-3G (Homo sapiens), Q9HC16;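 active = inhibition of at least 40% at 20 µM, with no more than 30% in the related APOBEC3A deaminase screen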;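 also: plate controls were DMSO wells with A3G for no effect and wells lacking A3G enzyme for full effect; some compounds called inactive have numbers as strong as hits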
# Target sequence (Q9HC16 whole entry, looked up): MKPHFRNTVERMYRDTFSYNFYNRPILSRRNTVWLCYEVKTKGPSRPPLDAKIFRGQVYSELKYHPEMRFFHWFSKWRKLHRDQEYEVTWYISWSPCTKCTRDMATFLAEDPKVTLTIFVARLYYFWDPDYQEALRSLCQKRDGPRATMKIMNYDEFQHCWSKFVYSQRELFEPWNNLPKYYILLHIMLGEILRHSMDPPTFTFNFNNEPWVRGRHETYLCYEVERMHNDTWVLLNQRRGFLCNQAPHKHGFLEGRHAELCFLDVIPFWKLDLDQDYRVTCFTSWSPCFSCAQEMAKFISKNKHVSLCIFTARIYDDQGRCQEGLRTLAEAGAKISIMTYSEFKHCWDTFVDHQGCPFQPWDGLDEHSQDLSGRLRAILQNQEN
# TIM10 inh: growth inhibitors of isogenic TIM10 control yeast, primary screen, counter-screen for tim10-1 yeast inhibitor project, luminescence, uHTS. inhibition, % at 10 µM. S. cerevisiae TIM10 strain growth, BacTiter-Glo luminescence, 24 h. 330,000 compounds, 1.4% hits;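 active = inhibition of 40% or more at the single tested concentration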;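 also: wild-type TIM10 isogenic control strain grown at permissive 25 °C; 0% = DMSO yeast wells and 100% = minimal medium wells without yeast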
# hIAP inh: human IAP inhibitors, primary screen, biochemical, luminescence, uHTS; Intestinal-type alkaline phosphatase (Homo sapiens), P09923; purified IAP, CDP-Star luminescence, 30 min; inhibition, % at 10 µM; 330,000 compounds, 0.12% hits;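 active = inhibition reaching a set limit with compound at 10 µM in the primary screen, cut at about 35% in these data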;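 also: plate controls were DMSO wells with enzyme for no effect and no-enzyme buffer wells for full effect; values of inactives mirror those of a sister screen read the other way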
# tim10-1 inh: growth inhibitors of tim10-1 mutant yeast, primary screen, luminescence, uHTS. S. cerevisiae tim10-1 ts strain growth, BacTiter-Glo, 24 h. inhibition, % at 20 µM. 330,000 compounds, 2.2% hits;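 active = inhibition of at least 40%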;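 also: mutant grown at 25 °C; 0% = DMSO wells with yeast and 100% = wells holding no yeast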
# APOBEC3A inh: APOBEC3A ssDNA deaminase inhibitors, primary screen, selectivity assay for APOBEC3G inhibitor project, biochemical, FAM/TAMRA oligo cleavage fluorescence. recombinant A3A, FAM/TAMRA ssDNA deamination fluorescence. inhibition, % at 20 µM. 330,000 compounds, 0.41% hits;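 active = at least 40% inhibition at 20 µM here, with at most 30% in a related deaminase screen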;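 also: plate controls were A3A with DMSO for no effect and wells lacking A3A enzyme for full effect; some results filed as inactive read as strong as hits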
# Target sequence (P31941 whole entry, looked up): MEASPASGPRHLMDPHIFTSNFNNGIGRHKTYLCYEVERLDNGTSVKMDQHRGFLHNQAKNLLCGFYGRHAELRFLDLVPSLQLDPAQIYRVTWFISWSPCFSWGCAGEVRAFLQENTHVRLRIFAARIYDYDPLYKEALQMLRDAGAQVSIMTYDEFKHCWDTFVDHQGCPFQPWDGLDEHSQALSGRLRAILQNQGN
# NLRP3 yeast inh: NALP3 inflammasome inhibitors in reconstituted yeast, primary screen, luminescence, uHTS | Yeast reconstituted NLRP3/ASC/caspase-1, beta-gal luminescence, 24 h | inhibition, % at 10 µM | 330,000 compounds, 0.39% hits | AID 2825, 2010;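 active = inhibition of 50% or more; inactive = inhibition below 50%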;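 also: plate controls were induced DMSO wells for no effect and uninduced yeast grown without galactose for full effect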
# Active calls of the source: *.
SMILES,mIAP inh,mIAP activ,beta cell repl,APOBEC3G inh,TIM10 inh,hIAP inh,tim10-1 inh,APOBEC3A inh,NLRP3 yeast inh
COC(=O)c1ccc(C)c(NC(=O)COC(=O)C2CC3CCCC(C2)C3=O)c1 (stereo not given),0,1,-5,-1,9,-27,0,25,23
COC(=O)Cc1c(C)c2ccc(O)c(CN3CCCC(C)C3)c2oc1=O (stereo not given),12,0.88,-1,-8,-1,6,-8,-7,5
Cc1cccc(C)c1NC(=O)COC(=O)c1nonc1N,3,0.97,-2,-7,15,-15,10,-4,4
Nc1ccccc1SCc1cn2ccccc2n1,4,0.96,-1,-1,4,-2,-10,-2,3
CCOCCCNCC(=O)Nc1ccc(OC(F)(F)F)cc1,-6,1.1,-1,-2,-1,6,14,9,20
COc1cccc2cc(-c3nc(-c4cccs4)cs3)c(=O)oc12,3,0.97,1,-3,1,-12,9,0,20
N#C/C(=C(/O)c1ccc([N+](=O)[O-])o1)c1nc2ccccc2[nH]1,23,0.77,-1,-44,-1,20,-2,-29,19
CCOC(=O)c1cccc(NC(=O)N[C@@H](C)C(=O)OC)c1,3,0.97,1,-2,-9,-15,5,6,12
COc1ccc2c(c1)c(C(=O)CN1CCC3(CC1)OCCO3)c(C)n2C,0,1,-2,-2,-7,-14,4,1,3
O=C(COc1ccc2c(c1)CCC2)NCc1cccc(Cl)c1,-10,1.1,0,-3,-6,-27,38,-2,17
COc1ccc(CNC(=O)c2c(N)n(CCCN3CCOCC3)c3nc4ccccc4nc23)cc1,-11,1.1,-5,-4,26,4,21,-2,12
COC(=O)CCS(=O)(=O)c1cc(Cl)ccc1Cl,4,0.96,-2,-3,7,2,12,0,2
CCCCn1c(N)c(N(CC(C)C)C(=O)c2cc(-c3ccc(F)cc3)nc3ccccc23)c(=O)[nH]c1=O,-4,1,-2,-6,-6,0,-15,5,17
O=C(CN1CCCCC1)Nc1cccc(Oc2ccccc2)c1,-1,1,-4,-1,3,10,19,1,4
COc1cc(/C=C(\NC(C)=O)C(=O)Nc2ccccc2C)ccc1OC(C)=O,-4,1,0,2,5,9,14,2,7
COCCNC(=O)c1cc(-c2ccccc2C)n(CC2CC(c3cccc([N+](=O)[O-])c3)=NO2)n1 (stereo not given),-5,1,0,-2,10,-4,13,-1,11
C=CCc1ccc(OCC(O)COc2ccc(CC=C)cc2OC)c(OC)c1,3,0.97,-3,-1,23,-15,34,0,13
CCc1c(O)nc2ccccn2c1=O,-1,1,1,-10,8,4,-14,-6,1
Cc1c(CCOC(=O)c2cccc([N+](=O)[O-])c2)sc[n+]1CC(=O)c1ccccc1,43*,0.57,-6,-4,22,15,0,2,17
Clc1cccc(CSc2nnc(-c3cccnc3)n2Cc2ccco2)c1,-3,1,1,-8,9,2,39,-1,-3
O=C(NC1=C(Nc2ccc(Cl)cc2)C(=O)c2ccccc2C1=O)c1ccccc1,17,0.83,-6,0,21,21,9,5,38
CCOC(=O)c1ccc(NC(=O)CSc2ccc(-c3cccnc3)nn2)cc1,0,1,-3,-14,16,-14,-16,-3,-2
Cc1cccc(/C=N/n2c(COc3ccccc3)n[nH]c2=S)c1,4,0.96,-2,3,36,-4,43*,-2,35
CCCCC(=O)NC(=S)Nc1ccc(Cl)c(C(=O)O)c1,2,0.98,2,-1,-2,9,7,2,0
CCN(CC)C(=O)n1c(Cc2ccccc2)nc2ccccc21,0,1,-1,2,9,-14,17,-5,11
COc1cc(/C=C/c2cc(C(F)(F)F)[nH]c(=O)n2)cc(OC)c1OC,-4,1,-4,-7,3,-16,20,-3,-2
CN1CCN(c2ccc(C(=O)c3ccc(Br)cc3)cc2[N+](=O)[O-])CC1,8,0.92,-5,-9,22,-2,33,-2,25
CC(=O)Nc1ccc(OCC[n+]2cccc(C(N)=O)c2)cc1,-10,1.1,-2,-7,-5,-22,13,-3,-4
CCCCc1ccc(NC(=O)N2CCNC(=O)C2CC(=O)Nc2ccsc2C(=O)OC)cc1 (stereo not given),5,0.95,-4,-4,9,-12,12,-2,2
COc1ccc(-n2nnnc2-c2nc3ccccc3s2)cc1,-8,1.1,-6,-11,-3,7,15,-3,11
Cc1cccc(NC(=O)CN2CCN(C(=O)C3CCCO3)CC2)c1C (stereo not given),-4,1,-3,-9,2,-18,-6,-2,13
Fc1ccccc1Nc1nc2ccccc2o1,-1,1,-3,-10,8,-4,33,-7,-4
CCC(=O)Nc1cccc(-c2nc3ccc(C)cc3o2)c1,2,0.98,-4,-9,17,-22,25,-1,26
COc1ccc(/C=N/Nc2nc(C)c([N+](=O)[O-])c(N(C)c3ccccc3)n2)cc1OC,5,0.95,4,-2,-26,21,-10,4,15
Cc1ccc(C(=O)N/C(=C\c2ccco2)C(=O)NCCc2c[nH]c3ccccc23)cc1,7,0.93,-1,1,16,6,21,-1,10
CC1CCCN(C(=O)COC(=O)c2cccc(NS(=O)(=O)c3ccccc3)c2)C1 (stereo not given),6,0.94,5,-2,-7,5,-18,-1,12
C=CCN(CC=C)C(=O)C1CCN(Cc2ccc(OCc3ccccc3)cc2)CC1,0,1,0,-7,-2,10,-12,-7,43
O=C(NCc1ccc(OC(F)(F)F)cc1)c1ccc2c(c1)S(=O)(=O)c1ccccc1C2=O,0,1,-2,1,-13,-2,6,2,18
Cc1cc(C(=O)NC2CCCN(Cc3ccc(Cl)cc3)C2)n(C)n1 (stereo not given),9,0.91,-1,-6,5,-21,10,-8,3
COc1ccccc1NS(=O)(=O)c1cc(-c2cnc(C3CC3)o2)ccc1C,-2,1,-2,3,-2,2,45*,4,-11

# Reprinted at random: two records from the list.
SMILES,mIAP inh,mIAP activ,beta cell repl,APOBEC3G inh,TIM10 inh,hIAP inh,tim10-1 inh,APOBEC3A inh,NLRP3 yeast inh
C=CCN(CC=C)C(=O)C1CCN(Cc2ccc(OCc3ccccc3)cc2)CC1,0,1,0,-7,-2,10,-12,-7,43
Cc1cccc(NC(=O)CN2CCN(C(=O)C3CCCO3)CC2)c1C (stereo not given),-4,1,-3,-9,2,-18,-6,-2,13

# Additional records
SMILES,mIAP inh,mIAP activ,beta cell repl,APOBEC3G inh,TIM10 inh,hIAP inh,tim10-1 inh,APOBEC3A inh,NLRP3 yeast inh
Cc1ccc(OCCOCCn2cnc3ccccc3c2=O)cc1C,2,0.98,-3,-2,12,-20,4,6,32
O=C(CSc1nc2ccccc2[nH]1)Nc1ccccc1F,18,0.82,-1,0,5,16,0,1,-16
O=C1/C(=C/c2ccccc2Cl)SC(=S)N1CCCC(=O)N(CCO)c1ccccc1,24,0.76,-5,-8,22,-10,33,-10,7
O=C(c1cccc(S(=O)(=O)Nc2ccccc2Cl)c1)N1CCC1,-6,1.1,0,-8,-2,-10,-12,2,17
Cn1c(SCC(=O)N2CCOCC2)nnc1-c1ccco1,1,0.99,8,-7,-7,-13,-7,-5,5
Nc1nc(Nc2cccc(F)c2)nc(N2CCOCC2)c1[N+](=O)[O-],2,0.98,-3,-4,18,3,24,-1,4
O=C(Nc1ccccc1OC(F)F)c1ccc(S(=O)(=O)N2CCCC2)cc1,-15,1.1,3,-6,-8,5,5,-3,7
CCN=C1SC(CC(=O)NCC)C(=O)N1CC (stereo not given),-2,1,0,-7,16,-16,-2,-4,10
CNCC(C)COc1ccccc1OCc1ccccc1 (stereo not given),5,0.95,0,-6,-2,11,3,-1,2
c1ccc(Cc2cc[n+](Cc3ccccc3)cc2)cc1,4,0.96,-2,-5,-3,2,1,-1,32
Nc1ncnc2c1ncn2CCN1CCCCC1,-8,1.1,-3,0,-13,2,-15,2,8
CCc1[nH]c(C(=O)O)c(C)c1C(=O)OC,7,0.93,0,-5,4,6,6,1,9
CCOC(=O)CC(=O)CSc1nc(C)cc(-c2cccnc2)c1C#N,7,0.93,-2,-8,12,-4,0,-5,8
CCOc1ccc(C2C3=C(CCCC3=O)N(CC(=O)O)C3=C2C(=O)CCC3)cc1,-2,1,-2,6,-4,-17,-9,6,9
CCOC(=O)CC(NC(=O)c1ccccc1)c1ccc(OC)cc1 (stereo not given),6,0.94,-5,8,2,3,6,9,16
O=C(Cc1cccs1)Nc1ccc(-c2nnc(-c3ccccc3)o2)cc1,3,0.97,-2,-3,-3,17,2,3,22
Cc1ccc(C)c(NNC(N)=S)c1,10,0.9,-2,-8,3,13,22,-10,2
Cc1cccc(CC2S/C(=N/c3ccccn3)NC2=O)c1 (stereo not given),7,0.93,-2,-5,21,-11,19,-3,10
CN(C)/C=N/NC(=O)C1Cc2c(ccc3ccccc23)O1 (stereo not given),7,0.93,3,-1,11,-12,-14,0,10
CN(CC(=O)NC1CCCC1)S(=O)(=O)c1cnc[nH]1,2,0.97,2,-17,-5,-2,-2,-3,11
COc1ccc(NC(=O)CS(=O)(=O)c2cn(CC(=O)N3CCOCC3)c3ccccc23)cc1OC,0,1,-2,-5,10,-25,11,-4,-2
Cc1cc(N2CCN(c3ccc(F)cc3)CC2)nc(-c2ccccc2)n1,5,0.95,0,16,-76,-11,-10,1,26
CC(=O)/C(N=Nc1ccc(C(=O)O)cc1)=C(\C)O,-4,1,-3,22,13,9,9,2,22
Cc1cccc(C)c1OCC(=O)Nc1ncn[nH]1,8,0.92,3,-2,-4,17,8,-1,-13
COc1ccccc1C(=O)COC(=O)c1cccc(S(=O)(=O)N2CCCC2)c1,4,0.96,4,-2,8,2,20,3,4
CCC1Oc2ccccc2N(CC(=O)NCCCN2CCOCC2)C1=O (stereo not given),5,0.95,6,-5,-5,22,8,-1,14
COc1ccc(/C=N/NC(=O)c2c(Br)cnn2C)c2ccccc12,18,0.82,8,-6,3,1,-5,-7,19
CCCC(=O)Nc1cccn(Cc2ccccc2Br)c1=O,-12,1.1,-5,2,11,-6,25,0,9
Cc1ccc(Cl)cc1NS(=O)(=O)c1cc2[nH]c(=O)c(=O)[nH]c2cc1C,3,0.97,-2,-3,-1,-26,1,-1,0
Cc1ccc(CN(C(=O)c2cc(=O)c3cc(C)cc(C)c3o2)C2CCS(=O)(=O)C2)cc1 (stereo not given),6,0.94,5,4,10,-2,12,2,-7
COc1ccc(C2(CNC(=O)C(=O)Nc3ccc(C)cc3)CCOCC2)cc1,8,0.92,3,-1,13,0,5,0,21
CCN(CC)c1ccc2cc(NC(=O)CCC(=O)O)c(=O)oc2c1,-7,1.1,-2,-4,10,7,6,-7,-7
O=C1C2=C(NC(=S)NC2c2ccc(Cl)cc2)NC(c2ccc(Cl)cc2)N1c1ccc(Cl)cc1 (stereo not given),4,0.96,-6,-6,35,-11,34,-6,15
COc1ccc(Cc2nnc(NC(=O)c3cccc(F)c3)s2)cc1OC,12,0.88,-2,-9,4,25,-26,-3,2
CCCCNC(=O)O[C@H]1C[C@@H]2CCN3C(=O)CCC(C)(C)[C@H](C1)[C@H]23,-2,1,5,0,-9,12,-6,3,25
